# BL2 CD40 inh: CD40 pathway inhibition in BL2 cells; BL2 NF-kB luciferase reporter, CD40L-induced, 4 h; inhibition, % at 10 µM; 83,000 compounds, 0.94% hits; AID 1053188;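 active = mean inhibition of at least 50% with a set share of replicates also reaching that level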;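 note: 0% = neutral control wells and 100% = IKK inhibitor VII at 50 µM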
# * marks the source's active call; other numbers are inactive results; [ ] = remark or other dose. Only part of the results is shown, so the mix of outcomes need not match the whole.
Compound	BL2 CD40 inh
COC(=O)C(CC(C)C)NC(=O)c1cccs1 (stereo not given)	7.5
O=C1CCC(C(=O)N(CCO)Cc2ccccc2)CN1CC1CCCCC1 (stereo not given)	-6.3
C=CCn1c(N2CCOCC2)nc2c1c(=O)[nH]c(=O)n2C	13.7
CCCCn1c(N)c(N(C)C(=O)c2c(C)nn(-c3ccccc3)c2C)c(=O)[nH]c1=O	3.2
NNC(=O)c1cc2ccccc2[nH]1	-6.1
O=C(CSc1ccccc1C(=O)N1CCN(c2ccccc2)CC1)N1CCCC1	-6.9
C[C@@H]1CCCCO[C@@H](CN(C)S(=O)(=O)c2ccc(F)cc2)[C@H](C)CN([C@@H](C)CO)C(=O)c2cc(NS(=O)(=O)c3ccc(Cl)cc3)ccc2O1	29.1
O=C(Nc1c(C(=O)Nc2cccc3ccccc23)cnn1-c1ccccc1)c1ccco1	-7.8
CC(C)NC(=O)N1C[C@@H]2[C@H](c3ccccc31)[C@@H](CO)N2C(=O)Nc1ccc(F)cc1	3.1
O=S(=O)(c1ccc2c(c1)OCCO2)N1CCN(c2nc3ccccc3s2)CC1	-14.6
COc1ccc(CN2CCN(CCSc3ccc(C)cc3)CC2)c(OC)c1OC	2.6
COc1ccc(OCC(=O)Nc2c3c(nn2C(C)(C)C)CSC3)cc1	5.9
COc1cccc(NC(=O)C[C@H]2CC[C@@H]3[C@@H](COc4ccc(NC(=O)C5CCCC5)cc4C(=O)N3C)O2)c1	4.0
CC(C)NC(=O)N(C)C[C@@H]1Oc2ccc(N(C)C)cc2C(=O)N(C)C[C@@H]1C	-25.4
Cc1onc(-c2ccccc2)c1C(=O)NC1CC1	4.9
CC12CCC(c3c(C(=O)O)nn(-c4ccccc4)c31)C2(C)C (stereo not given)	17.0
COc1ccc(-c2ccccc2[C@@H]2[C@@H](CO)N(C(=O)C3CC3)[C@H]2C#N)cc1	-11.9[25 µM]
CCN(CC(=O)Nc1ccc2c(c1)OCCO2)CC(=O)Nc1ccc2c(c1)OCO2	2.6
CC(=O)N1[C@H](C(=O)NCc2ccccc2Cl)[C@@H](CO)[C@@H]2Cn3c(ccc(-c4cccnc4)c3=O)[C@@H]21	-7.5[25 µM]
CN(C)c1ccc(NC(=O)COC(=O)c2ccc3c(c2)OCO3)cc1	-4.0
Nc1cc(=O)[nH]c(SCC(=O)Nc2cccc(S(=O)(=O)N3CCCCCC3)c2)n1	2.9
CC(=O)Nc1ccc(NC(=O)Cc2ccc(S(=O)(=O)N3CCCCC3)cc2)cc1	5.5
COC(=O)CC(NC(=O)C1CC1)c1ccc2c(c1)OCO2 (stereo not given)	2.9
c1ccc2c(c1)OCC(c1nn3cnnc3s1)O2 (stereo not given)	-12.1
COc1ccc(OCC(=O)Nc2nc3ccc(NC(C)=O)cc3s2)cc1	-7.7
O=C(CCCc1ccccc1)Nc1ccnn1C1CCN(Cc2ccc(CO)o2)CC1	1.2
O=C1NC(=O)C2(CCCCCCCCCCC2)N1	12.3
COc1ccccc1Nc1nc(-c2cccs2)cs1	-54.9
Cc1ccc(C2(CCNC(C)c3cccs3)CCOC(C(C)C)C2)cc1 (stereo not given)	16.5
O=C(Nc1ccc2c(c1)[C@H]1C[C@@H](CC(=O)N3CCOCC3)O[C@@H](CO)[C@H]1O2)Nc1ccccc1F	-9.9[25 µM]
COc1cccc(-c2ccc([C@H]3[C@@H](CO)N4C(=O)CN(C(=O)c5cccnc5)C[C@H]34)cc2)c1	-17.2[25 µM]
COc1cccc(CC2(CO)CCCN(CC3=Cc4cc(OC)ccc4OC3)C2)c1 (stereo not given)	1.2
Cc1ccc(S(=O)(=O)N2C(=O)CCC2C(=O)N2CCN(C)CC2)cc1 (stereo not given)	6.0
CC(=O)c1sc(NC(=O)CCS(=O)(=O)c2ccc(C)cc2)nc1C	43.0
COc1ccccc1N(CC(=O)Nc1ccc(C)cc1Cl)S(=O)(=O)c1cccs1	8.7
Cc1onc(-c2c(Cl)cccc2Cl)c1NC(=O)N1CCSCC1	0.9
O=C(Nc1ccc2c(c1)CCC2)C1CCCO1 (stereo not given)	-32.7
CCCc1c(C(=O)N/N=C(\C)c2ccc3c(c2)OCO3)nnn1-c1nonc1N	1.8
CN(Cc1ccccc1)C(=O)COC(=O)CNS(=O)(=O)c1ccc2ccccc2c1	11.5
CCOC(=O)C1=C(C)NC(C)=C(C(=O)OC)C1c1cccc([N+](=O)[O-])c1 (stereo not given)	-28.5
COc1ccc2nc(NCCCO)[nH]c2c1	-1.9
CS(=O)(=O)c1ccccc1C(=O)Nc1cccc(-c2nc3ccccc3o2)c1	-9.3
CN1CCN(C(=O)CN2C(=O)NC(C)(c3ccc4ccccc4c3)C2=O)CC1 (stereo not given)	-0.5
CC(C)=CC(=O)Nc1nnc(-c2ccccc2C)s1	-13.8
Cc1ccc(CS(=O)(=O)c2cn(CC(=O)Nc3ccon3)c3ccccc23)cc1	7.1
O=C(Nc1ccccc1C(=O)NCCc1ccccc1)c1cnccn1	-30.9
c1ccc(CSc2nnc3ccc(-c4ccncc4)nn23)cc1	-2.9
C[C@H](CO)N1C[C@H](C)[C@H](CN(C)S(=O)(=O)c2cccc(F)c2)OCc2ccccc2-c2ccccc2C1=O	5.4
CCOC(=O)c1sc2nc(C)c3c(c2c1N)CC(C)(C)OC3	4.7
O=C(Cc1cccs1)N(CC1CCCO1)C1(C(=O)NC2CCCCC2)CCCCC1 (stereo not given)	7.4
CN(C[C@@H]1[C@@H](c2ccccc2)[C@H](CO)N1C(=O)C1CC1)C(=O)c1ccccn1	-6.6[25 µM]
COc1ccccc1C(=O)NC(CCSC)C(=O)NNC(=O)c1ccccc1C (stereo not given)	0.9
O=C(NCCc1ccccc1)C1CCN(S(=O)(=O)c2cccnc2)CC1	-3.7
CCn1ccnc1CN1CCc2c([nH]c3ccccc23)C1CC(C)C (stereo not given)	19.0
CCOc1ncccc1C(=O)NNC(=O)CSc1ccc(Cl)cc1	6.4
NC(=O)CNC(=O)c1cccc(Cl)c1	6.6
CCOC(=O)c1cc(-c2ccc(C#N)cc2)nc2c1c(C)nn2CCC#N	4.5
CN1c2ccc(C#Cc3cccnc3)cc2[C@H]2[C@H](CCN2C(=O)CN2CCOCC2)[C@@H]1CO	-16.4[25 µM]
CC1CCN(CCNC(=S)Nc2ccc(Cl)cc2)CC1	-3.4
O=C(NCc1cccs1)c1cc(-c2ccncc2)nc2ccc(Br)cc12	1.0

# The results go on:
Compound	BL2 CD40 inh
COc1ccc(N2CCN(C(=O)CSc3ncn[nH]3)CC2)cc1	10.7
Nn1c(SCC(=O)Nc2ccccc2F)nnc1-c1cccs1	2.2
O=C(CCN1C(=O)c2ccccc2S1(=O)=O)N1CCN(c2cccc(Cl)c2)CC1	2.3
Nc1c(N(Cc2ccco2)C(=O)c2ccccc2F)c(=O)[nH]c(=O)n1Cc1ccccc1	8.5
c1ccc(-c2noc(-c3ccc4ccccc4c3)n2)cc1	-28.7
COc1ccccc1OCCNC(=O)CNC(=O)c1ccc(Cl)c(Cl)c1	-7.3
Cc1cc(NC(=O)Cn2nc(C(F)(F)F)c3c2CCCC3)no1	7.7
O=C(CSc1ccc(-c2ccc(F)cc2)nn1)N1CCCCC1	-46.7
CO[C@H]1CC[C@@H]2CCOc3ccc(C#N)cc3C(=O)N(C)[C@@H](C)C(=O)N(C)C[C@H]1O2	7.6[25 µM]
COc1ccc(C(=O)N(Cc2ccccc2)c2ccc(C)cc2)cc1S(=O)(=O)N1CCOCC1	-7.5
C[C@@H]1CN([C@H](C)CO)C(=O)c2cc(NS(=O)(=O)c3ccc(Cl)cc3)ccc2O[C@@H](C)CCCCO[C@@H]1CN(C)C(=O)CCCN(C)C	16.1[25 µM]
COc1ccccc1C(=O)COC(=O)Cn1c(C)csc1=O	-18.8
Cc1c(-c2cc(C(=O)O)no2)cnn1C	1.5
COc1ccc(C(=O)c2cc([N+](=O)[O-])ccc2N2CCN(C)CC2)cc1	14.2
COc1ccc(-c2ccc3c(c2)[C@@H]2[C@@H](CCN2C(=O)Cc2ccccc2)[C@H](CO)N3C)cc1	3.0[25 µM]
C[C@@H]1CN([C@@H](C)CO)C(=O)c2c(c3ccccc3n2C)-c2ccccc2CO[C@@H]1CN(C)C(=O)Nc1ccc(-c2ccccc2)cc1	-10.6
Cc1noc(C)c1C(=O)NCCCc1ccccc1	7.7
COC(=O)C[n+]1cccc2ccccc21	2.1
CCOC(=O)c1sc(C)c2c1NC1(CCCCC1)NC2=O	6.8
CN(Cc1ccccc1)C(=O)CN1C(=O)NC2(CCCc3sccc32)C1=O (stereo not given)	2.3
C/C=C/c1ccc([C@H]2[C@@H](CNC(C)C)N(C(=O)c3ccccc3)[C@H]2CO)cc1	-8.8
OC1(C#CCN2CCOCC2)CCCCC1	-8.2
COc1ccc(NC(=O)c2oc3ccccc3c2NC(=O)COc2ccccc2OC)c(OC)c1	9.9
COc1cccc(S(=O)(=O)N(C)C[C@H]2Oc3cc(Br)ccc3S(=O)(=O)N([C@@H](C)CO)C[C@H]2C)c1	20.8[25 µM]
O=C(C[C@H]1CC[C@@H]2[C@H](COC[C@H](O)CN2S(=O)(=O)c2ccccc2)O1)NCC1CCCCC1	0.6[25 µM]
NC(=O)NCc1ccc(Cl)cc1	1.1
CCCn1nnnc1NCc1cccn1C	12.1
CC(c1nccs1)N(C)C(=O)c1cn(Cc2cccc3ccccc23)nn1 (stereo not given)	-84.6
N#Cc1c(NC(=O)Cn2nc(C(F)(F)F)c3c2CCCC3)sc2c1CCC2	-1.5
CC(C)(C)NC(=O)NC(=O)COC(=O)CCCc1c[nH]c2ccccc12	-7.7
COc1cccc(NC(=O)c2ccccc2-c2nc(-c3ccccc3)no2)c1	-24.4
COc1ccc(Oc2nnnn2-c2ccccc2)cc1	-33.2
CCCCN(CCCC)/C(N)=N/c1nc(C)cc(C)n1	18.0
CCn1cc(CNCc2cn(-c3ccccc3C)nc2-c2ccc(OC)c(F)c2)cn1	-9.5
CCCCCCn1c(SCCC)nc2c1c(=O)[nH]c(=O)n2C	6.4
Cc1ccc(S(=O)(=O)N2CCOCC2)cc1NC(=O)c1ccncc1	11.4
COc1ccc(C(=O)Nc2ccc3c(c2)OC[C@@H](C)N(C)C[C@@H](C)[C@H](OC)CN(C)C3=O)cc1	5.7
Cc1ccc(CSc2ccc(S(=O)(=O)N3CCOCC3)cn2)cc1	4.4
O=C(NCc1nnc2c3ccccc3c(-c3ccccc3)nn12)c1ccc(Cl)cc1	13.4
CC(C)CCNC(=O)c1ccc2nc[nH]c2c1	-34.2
O=C(c1ccccc1)C1CC1c1ccccc1 (stereo not given)	1.8
O=C(CCCC(=O)N1CCCC1)N1CCCC1	0.2
O=C(Nc1ccc(C(F)(F)F)cc1)Nc1ccc2c(c1)[C@H]1C[C@@H](CC(=O)N3CCc4ccccc4C3)O[C@@H](CO)[C@H]1O2	65.3*[25 µM]
O=C(NC[C@H]1[C@@H](c2ccccc2)[C@@H](CO)N1Cc1ccccn1)C1CCC1	-1.6
CN1c2ccc(-c3cccc(F)c3)cc2[C@H]2[C@H](CCN2C(=O)C2CC2)[C@@H]1CO	-43.6
O=[N+]([O-])c1ccc2c(c1)C(O)n1nc(-c3ccccc3)nc1S2 (stereo not given)	-2.0
O=C(C1CCC1)N1C[C@H]2[C@@H](c3ccccc31)[C@@H](CO)N2Cc1ccccc1	-2.1[25 µM]
COc1ccccc1C(=O)COC(=O)Cc1n[nH]c(=O)c2ccccc12	-7.9
C/C=C/c1ccc(C2[C@@H]3CN(S(=O)(=O)c4ccc(F)cc4)C[C@H]2N3)cc1 (stereo not given in full)	12.3
CC(NC(=O)Cc1cc(F)cc(F)c1)C(=O)NC(C(=O)OC(C)(C)C)c1ccccc1 (stereo not given)	-3.5[25 µM]
CCSC1=NC(C)(C)C=C(C)N1	7.0
CNC[C@H]1OCc2cnnn2CCCC(=O)N([C@H](C)CO)C[C@@H]1C	6.4[25 µM]
O=C(COC(=O)c1ccccc1O)NC(=O)NCc1ccccc1	-9.6
O=c1c2c([nH]n1-c1ccccc1)CCCC2	3.8
c1csc(C2=NNC(=NC3CCCCC3)SC2)c1	-44.5
CC(C)(C)c1ccc(S(=O)(=O)N2CCCC2C(=O)N2CCOCC2)cc1 (stereo not given)	9.8
CCOc1ccc(NS(=O)(=O)c2ccc(C(=O)NCC(c3cccs3)N3CCOCC3)cc2)cc1 (stereo not given)	-9.9
Cc1cccc(-n2ncc3c(NCCCN4CCCC4=O)ncnc32)c1	-53.9
c1ccc(CCc2ccccc2-c2nc(-c3ccccn3)no2)cc1	10.8
CCc1sc(N2[C@H](C#N)[C@H](c3ccccc3-c3ccc(F)cc3)[C@@H]2CO)nc1C	19.2[25 µM]
COc1cccc(NC(=O)N[C@@H]2CC[C@H](CC(=O)N3CCN(C)CC3)O[C@H]2CO)c1	-5.8[25 µM]
CC1CCN(C(=O)COC(=O)c2ccc3c(c2)OCO3)CC1	-69.3
O=C(CCNC(=O)c1ccc(Cl)cc1)Nc1ccc(S(=O)(=O)N2CCCCC2)cc1	16.1

# Exported as labelled records: four of the compounds above
SMILES: COc1ccc(Oc2nnnn2-c2ccccc2)cc1
  BL2 CD40 inh: -33.2
SMILES: CCCCN(CCCC)/C(N)=N/c1nc(C)cc(C)n1
  BL2 CD40 inh: 18.0
SMILES: CCn1cc(CNCc2cn(-c3ccccc3C)nc2-c2ccc(OC)c(F)c2)cn1
  BL2 CD40 inh: -9.5
SMILES: CCCCCCn1c(SCCC)nc2c1c(=O)[nH]c(=O)n2C
  BL2 CD40 inh: 6.4

# Bioassay records as filed in PubChem BioAssay.
